From PubChem
Rv3671c protease = Rv3671c (M. tuberculosis) protease inhibition | P9WHR9 | inhibition, % at 5.96 µM | hit rate 0.048% among 320,000 | AID 2606; in the data active means inhibition above about 38%;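 further: extracellular domain of Rv3671c used as enzyme; 0% = enzyme with DMSO and 100% = no enzyme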
Mtb FBA inh = inhibitors of M. tuberculosis fructose-bisphosphate aldolase | P9WQA3 | purified M. tuberculosis FBA, fluorescence read-out | inhibition, % at 1 µM | hit rate 2.3% among 360,000 | AID 588726; in the data active means inhibition above about 27%;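 further: 0% = vehicle and 100% = reference inhibitor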
Target sequence (P9WQA3 whole entry, looked up): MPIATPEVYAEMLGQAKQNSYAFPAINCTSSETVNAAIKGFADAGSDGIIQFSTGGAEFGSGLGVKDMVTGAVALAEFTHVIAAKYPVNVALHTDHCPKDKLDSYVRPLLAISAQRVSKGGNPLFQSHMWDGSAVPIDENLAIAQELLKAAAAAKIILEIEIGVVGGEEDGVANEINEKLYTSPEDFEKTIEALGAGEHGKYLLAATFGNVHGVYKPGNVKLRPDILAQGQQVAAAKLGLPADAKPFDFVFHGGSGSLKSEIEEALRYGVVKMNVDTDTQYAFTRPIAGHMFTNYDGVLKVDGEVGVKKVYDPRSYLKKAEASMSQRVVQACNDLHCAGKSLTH
VHR inh abs = inhibitors of human VHR1 phosphatase (DUSP3); P51452; hit rate 0.52% among 290,000; inhibition, % at 13.3 µM; recombinant VHR phosphatase, pNPP absorbance; AID 1654; in the data active means inhibition above about 50%; further: some compounds called inactive have numbers as strong as hits
Target sequence (P51452 whole entry, looked up): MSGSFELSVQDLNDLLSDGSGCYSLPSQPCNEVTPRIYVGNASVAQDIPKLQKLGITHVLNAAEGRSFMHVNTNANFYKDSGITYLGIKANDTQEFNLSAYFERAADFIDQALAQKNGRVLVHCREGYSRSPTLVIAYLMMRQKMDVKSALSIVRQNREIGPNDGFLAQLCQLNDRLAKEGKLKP
FadD28 FP inh = blocks FadD28 binding to the bisubstrate probe | fluorescence polarization | inhibition, % at 12.5 µM | hit rate 0.22% among 360,000 | AID 588549; in the data active means inhibition above about 8.5%, passing the limit was not always enough; inconclusive means no clear call, values can overlap the other calls
GDH-TPI inh = inhibits GDH-TPI coupling enzymes, artifact for Mtb FBA screen | GDH-TPI coupled enzyme counterscreen, NADH absorbance | inhibition, % at 4.8 µM | hit rate 1.2% among 360,000 | AID 588335;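 further: 0% = DMSO wells and 100% = wells lacking the enzyme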
BoNT-F LC inh = blocks Botulinum neurotoxin F light chain protease. AID 588497. hit rate 0.22% among 360,000. inhibition, % at 10 µM. Multiplex microsphere protease cleavage assay, flow cytometry; in the data active means inhibition above about 35%, passing the limit was not always enough; inconclusive means no clear call, values can overlap the other calls; further: plate controls were buffer without enzyme for full effect and enzyme alone for no effect
Mtb BioA inh = blocks M. tuberculosis BioA enzyme activity; purified M. tuberculosis BioA enzyme, plate reader; AID 602481; hit rate 0.096% among 360,000; inhibition, % at 9.99 µM; in the data active means inhibition above about 40%; inconclusive means no clear call, values can overlap the other calls
CCHF vOTU inh = blocks the CCHF virus ovarian tumor domain protease; CCHFV vOTU protease, Pep-AMC fluorescence; inhibition, % at 11.5 µM; hit rate 0.55% among 370,000; AID 651958; further: 0% = vehicle wells with enzyme and 100% = no enzyme wells
UGM FP inh = blocks M. tuberculosis UGM enzyme. purified UGM, fluorescence polarization probe displacement. inhibition, % at 10 µM. hit rate 0.06% among 320,000. P9WIQ1; in the data active means inhibition above about 10%, passing the limit was not always enough; inconclusive means no clear call, values can overlap the other calls
MazEF act = increases E. coli MazEF RNase cleavage of RNA | activation, % at 20 µM | hit rate 0.32% among 350,000 | FAM/BHQ RNA-DNA oligo cleavage fluorescence, 5 h | P0AE70; in the data active means activation above about 50%
Target sequence (P0AE70 whole entry, looked up): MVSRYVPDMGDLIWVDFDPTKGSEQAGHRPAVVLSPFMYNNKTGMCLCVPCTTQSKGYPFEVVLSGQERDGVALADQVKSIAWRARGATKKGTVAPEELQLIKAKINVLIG
Starred values were filed as active, the others as inactive; u = inconclusive; x = no result given. Unless noted, no stated cut-off is given here; in the data, active means inhibition above about 30%; inactive means the rest.

no.	mol	FadD28 FP inh	Mtb BioA inh	VHR inh abs	Mtb FBA inh	Rv3671c protease	CCHF vOTU inh	GDH-TPI inh	MazEF act	UGM FP inh	BoNT-F LC inh
1	CCN(CC)c1ccc(/C=N/Nc2ccccc2)c(O)c1	0.7	-0.5	6	2	7	x	17	9	2.4	0
2	CCOc1ccc(S(=O)(=O)N(C)c2ccc(OCC(=O)NCC3CCCCC3)cc2)cc1	0.7	1.1	x	-2	-8	11	-5	-2	-1.1	4
3	COCCn1cc(C(=O)NCCN(C)C)c2c3ccccc3n(C)c2c1=O	-1.2	-2.1	-10	22	-7	-9	12	-6	-3.8	-6
4	CCN(CC)C(=O)C(=O)N/N=C/c1ccc(Br)cc1	-2.5	-1.1	-8	0	-8	5	8	2	-0.7	1
5	CC(=O)c1cccc(OCC(=O)N2CCCc3ccccc32)c1	0.9	x	4	4	14	14	7	6	-2.5	-3
6	CCc1nnc(NC(=O)C(=O)NCCOC(=O)c2ccccc2Cl)s1	-2.1	-1.1	-4	3	1	11	9	3	0.5	-3
7	CC(OC(=O)CCNS(=O)(=O)c1cccs1)C(=O)Nc1ccc(S(N)(=O)=O)cc1 (stereo not drawn)	-1.9	-0.7	x	0	-4	-10	4	-8	2.2	2
8	CN(c1ccccc1)S(=O)(=O)c1ccc(Cl)nc1	-4.2	x	-15	-1	2	-14	-4	0	-0.4	-2
9	Cc1cc(OCC(=O)NCc2ccncc2)c2c(C)c(C)c(=O)oc2c1	-0.8	0.5	-8	24	-2	-3	3	8	-2.4	3
10	Cc1ccc(-c2nnc(SCC(=O)Nc3ccccc3F)o2)cc1	-0.1	-1.3	21	6	-2	-1	2	-8	-1.4	8
11	CCCCN(C)CCN1C(=O)C2C(C(=O)Nc3ccc(C)cc3)C3C=CC2(O3)C1C(=O)NC1CCCCC1 (stereo not drawn)	0.6	-0.9	2	0	3	-18	3	-3	2.1	-17
12	Cc1c(NC(=O)Cc2noc3ccccc23)cccc1[N+](=O)[O-]	-2.9	-1.2	20	-2	-10	-10	6	8	1.5	-4
13	Cc1ccccc1Oc1ccc2c(c1)[C@@H]1C[C@H](N(C)C(=O)c3ccco3)[C@H]([C@H](C)O)C(=O)N1CC2	-2.3	2.8	x	-1	x	8	4	0	x	-5
14	C/C(=N\NC(=O)c1nnn(-c2nonc2N)c1-c1ccccc1)c1cccnc1	-5.5	-0.3	-2	0	x	-8	14	1	-0.5	4
15	Cc1nc2ccc(S(=O)(=O)NC(C(=O)NCc3cccs3)C(C)C)cc2s1 (stereo not drawn)	2.5	0.1	25	0	1	-12	0	15	0.0	-6
16	COc1ccccc1OCCCCN1CCN(C(c2ccccc2)c2ccccc2)CC1	-1.1	1.1	17	1	4	13	-2	-7	2.5	5
17	CCOC(=O)N1CCN(S(=O)(=O)/C=C/c2ccccc2)CC1	0.8	-0.2	-11	0	1	-9	1	-9	-0.6	2
18	Oc1c(Cl)cccc1C=Nc1cc(C(F)(F)F)ccc1N1CCCC1	1.8	-2.3	0	-1	0	-1	6	-11	2.2	1
19	Cc1ccc(S(=O)(=O)N2CCN(c3ccccc3)CC2)s1	-2.5	-0.6	x	0	-11	-4	-4	3	-5.3	2
20	CCSc1nnc(NC(=O)CSC2=NN3CCCC(=O)N=C3S2)s1	-0.9	x	18	4	-4	-3	-1	7	-0.2	0
21	Cc1cn2c(=O)c(C(=O)NCc3ccc4c(c3)OCO4)cnc2s1	0.6	-1.3	x	-1	-5	-2	5	4	4.4	6
22	CC(=O)Nc1ccc2c(c1)nc(CCN1CCOCC1)n2C	-3.2	0.8	8	3	2	-6	-6	6	-0.6	6
23	S=C(Nc1ccccc1Cl)N1CCCC1	-3.3	-1.0	2	2	-9	22	4	7	2.3	-2
24	O=C(NCc1ccncc1)c1nnc(Cc2c(F)cccc2Cl)o1	0.8	-0.2	21	-5	-1	18	2	1	0.7	-4

By substructure: those above with a halogen.
no.	mol	FadD28 FP inh	Mtb BioA inh	VHR inh abs	Mtb FBA inh	Rv3671c protease	CCHF vOTU inh	GDH-TPI inh	MazEF act	UGM FP inh	BoNT-F LC inh
4	CCN(CC)C(=O)C(=O)N/N=C/c1ccc(Br)cc1	-2.5	-1.1	-8	0	-8	5	8	2	-0.7	1
6	CCc1nnc(NC(=O)C(=O)NCCOC(=O)c2ccccc2Cl)s1	-2.1	-1.1	-4	3	1	11	9	3	0.5	-3
8	CN(c1ccccc1)S(=O)(=O)c1ccc(Cl)nc1	-4.2	x	-15	-1	2	-14	-4	0	-0.4	-2
10	Cc1ccc(-c2nnc(SCC(=O)Nc3ccccc3F)o2)cc1	-0.1	-1.3	21	6	-2	-1	2	-8	-1.4	8
18	Oc1c(Cl)cccc1C=Nc1cc(C(F)(F)F)ccc1N1CCCC1	1.8	-2.3	0	-1	0	-1	6	-11	2.2	1
23	S=C(Nc1ccccc1Cl)N1CCCC1	-3.3	-1.0	2	2	-9	22	4	7	2.3	-2
24	O=C(NCc1ccncc1)c1nnc(Cc2c(F)cccc2Cl)o1	0.8	-0.2	21	-5	-1	18	2	1	0.7	-4

Other records
no.	mol	FadD28 FP inh	Mtb BioA inh	VHR inh abs	Mtb FBA inh	Rv3671c protease	CCHF vOTU inh	GDH-TPI inh	MazEF act	UGM FP inh	BoNT-F LC inh
25	CCCC1CCC(c2ccc(OCC)cc2)=CC1=O (stereo not drawn)	-3.7	2.8	13	0	x	9	8	-8	5.1	u
26	CC[C@H]1OC(=O)C[C@@H](O)[C@H](C)[C@@H](O[C@@H]2O[C@H](C)[C@@H](O[C@H]3C[C@@](C)(O)[C@@H](O)[C@H](C)O3)[C@H](N(C)C)[C@H]2O)[C@@H](CC=O)C[C@@H](C)C(=O)/C=C/C(C)=C/[C@@H]1CO[C@@H]1O[C@H](C)[C@@H](O)[C@@H](OC)[C@H]1OC	-6.0	-0.3	x	0	x	7	-17	4	x	-5
27	CCc1nc2scc(-c3cccs3)c2c(=O)o1	-4.0	0.3	-9	3	-2	-6	8	-4	2.8	-4
28	O=[N+]([O-])c1cc2no[n+]([O-])c2cc1N1CCCCC1	3.9	x	x	-3	x	28	11	-1	x	-5
29	CN(CC(=O)Nc1ccccc1C(=O)NC1CC1)Cc1ccccc1F	-2.3	x	x	-1	x	10	1	2	x	3
30	Cc1nn(-c2ccccc2)c(C)c1C(=O)OCC(=O)Nc1ccccc1C(F)(F)F	x	1.1	x	4	1	-6	10	3	-1.4	-2
31	CC1(C)CC(=O)c2ccc(OCc3ccc([N+](=O)[O-])cc3)cc2O1	-1.3	3.9	1	2	4	9	1	4	-2.6	-14
32	Cc1ccc(C(=O)NCC(=O)NC2CC2)cc1	-2.8	0.0	x	-1	10	1	-4	-7	-1.6	-3
33	Cc1c(C(=O)O)oc2ccc(S(=O)(=O)NCc3ccc4c(c3)OCO4)cc12	-0.7	-1.6	-15	5	-8	-12	10	1	3.6	-16
34	Cc1cccc(C(=O)NCCCNC(=O)c2cccc(C)c2)c1	-0.6	-2.3	2	-1	x	10	2	5	-3.0	-2
35	Cc1ccc2c(c1)C1CN(C)CCC1N2C(=S)Nc1cccnc1 (stereo not drawn)	-0.7	x	9	4	-9	1	-1	3	-0.8	0
36	COc1cc(CNc2ccc3[nH]c(=O)[nH]c3c2)cc(Br)c1OCC(=O)NC(C)(C)C	3.2	2.3	15	4	8	7	4	3	-1.4	-11

Some of these compounds in order of number of heavy atoms, high to low.
no.	mol	FadD28 FP inh	Mtb BioA inh	VHR inh abs	Mtb FBA inh	Rv3671c protease	CCHF vOTU inh	GDH-TPI inh	MazEF act	UGM FP inh	BoNT-F LC inh
35	Cc1ccc2c(c1)C1CN(C)CCC1N2C(=S)Nc1cccnc1 (stereo not drawn)	-0.7	x	9	4	-9	1	-1	3	-0.8	0
34	Cc1cccc(C(=O)NCCCNC(=O)c2cccc(C)c2)c1	-0.6	-2.3	2	-1	x	10	2	5	-3.0	-2
32	Cc1ccc(C(=O)NCC(=O)NC2CC2)cc1	-2.8	0.0	x	-1	10	1	-4	-7	-1.6	-3

Additional results follow:
no.	mol	FadD28 FP inh	Mtb BioA inh	VHR inh abs	Mtb FBA inh	Rv3671c protease	CCHF vOTU inh	GDH-TPI inh	MazEF act	UGM FP inh	BoNT-F LC inh
37	Cc1ccc(S(=O)(=O)Nc2ccccc2F)cc1C(=O)N1CCCC1	-1.8	-0.9	x	1	-2	-4	4	-4	-0.8	5
38	Cc1cc(C)nc(N(C#N)Cc2ccc(Cl)cc2)n1	-5.3	x	15	-1	-6	9	0	18	1.7	-2
39	O=C(CN1C(=O)c2ccccc2C1=O)Nc1ccccc1C(=O)N1CCCC1	-1.0	-0.3	-5	0	-6	-8	-5	-8	0.0	5
40	CC1CCCN(CCC(=O)c2ccccc2)C1 (stereo not drawn)	x	0.8	x	2	x	-6	1	8	x	3
41	CSCC[C@H](NC(=O)[C@@H]1Cc2ccccc2CN1)C(=O)NC[C@H]1CC[C@H](C(=O)O)CC1	x	4.3	3	1	-6	-14	1	1	1.7	-7
42	CCN(CC)S(=O)(=O)c1cc(NC(=O)Cc2ccsc2)ccc1C	-5.1	0.6	21	-8	0	4	-3	3	-0.1	34
43	COc1ccc(CNc2nc3ccccc3n2CCN2CCCCC2)cc1	1.5	2.1	28	2	6	-3	0	-12	0.5	0
44	FC(F)(F)c1cc(Cl)c2nnc(-c3ccccn3)n2c1	-3.3	-0.3	18	7	6	-4	-2	12	-1.7	-3
45	Cn1cnc([N+](=O)[O-])c1Sc1nc2ccccc2[nH]1	-2.0	8.3	21	-2	-2	6	10	2	5.1	4
46	Cc1ccc(NC(=O)CSCC(=O)N(C)CCOc2ccc(Cl)cc2)cc1	-2.0	-1.0	x	-3	x	5	4	0	x	4
47	Cc1nc2c(C)cccc2cc1C(=O)N/N=C/c1cccnc1	-3.0	17	3	-1	5	-22	5	2	1.5	-3
48	COC(=O)c1ccc(NC(=S)NCCc2ccccc2)cc1	-1.3	x	43	-1	-3	12	6	2	-2.4	-2
49	CC(CC(=O)Nc1ccccc1C(F)(F)F)c1ccccc1 (stereo not drawn)	-1.7	x	5	0	-15	7	10	-3	-1.6	-4
50	O=C(Nc1cccc(C(F)(F)F)c1)C(Sc1n[nH]c(=O)[nH]c1=O)c1ccccc1 (stereo not drawn)	-6.6	1.2	-13	0	-4	-1	2	7	-4.3	-5
51	CCOc1ccc(N2CC(C(=O)N3CCc4ccccc4C3)CC2=O)cc1 (stereo not drawn)	0.6	2.9	11	-1	0	-1	4	-8	0.1	-3
52	CC(C)NC(=O)CSc1nc(N)c(-c2ccccc2)c(=O)[nH]1	1.1	1.8	-11	1	-3	6	3	3	-3.1	-4
53	Cn1c(=O)c(-c2ccccc2)cc2ccccc21	-2.1	x	x	21	x	-8	14	-4	x	0
54	Cn1nc(C(=O)NCc2ccccc2CN2CCCC2)c2ccccc2c1=O	-2.9	x	x	1	x	-5	-5	-4	x	-4
55	Cc1ccc(NC(=O)/C(C#N)=C(\N)C(Cl)(Cl)Cl)nc1	3.2	x	13	1	1	x	-1	165*	-4.6	-4
